GALK inh = inhibitors of human galactokinase (GALK) | P51570 | recombinant GALK, Kinase-Glo ATP luminescence, 1 h | Potency, µM (series often up to 57.5 µM), without a hit: at the highest dose activity, negative = inhibition, most hits filed as inhibitors | 44,000 tested, under 10 active | AID 1347072;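 further: plate controls were full GALK reaction for no effect and reaction lacking GALK for full effect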
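Reactions with and without enzyme served as controls. GALK at 5 nM phosphorylates 100 uM galactose using 35 uM ATP (HEPES pH 8.0, Mg2+) for 1 h at RT, with luminescence read 10 min after adding Kinase-Glo Plus.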
NTMT1 inh = blocks human N-terminal methyltransferase 1 activity | Q9BV86 | NTMT1 MTase-Glo SAH luminescence, purified enzyme | Potency, µM (titrated, usually from 114 µM), for inactives: at the top dose activity change, negative = inhibition, most hits filed as inhibitors | 59,000 tested, 2.5% active;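 further: potency means the concentration at half of the fitted maximal effect; plate controls were DMSO vehicle for no effect and no enzyme for full effect; nearly all actives have a fitted effect of over 65% in size; many of its hits are not listed in these tables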
Target sequence (Q9BV86 whole entry, looked up): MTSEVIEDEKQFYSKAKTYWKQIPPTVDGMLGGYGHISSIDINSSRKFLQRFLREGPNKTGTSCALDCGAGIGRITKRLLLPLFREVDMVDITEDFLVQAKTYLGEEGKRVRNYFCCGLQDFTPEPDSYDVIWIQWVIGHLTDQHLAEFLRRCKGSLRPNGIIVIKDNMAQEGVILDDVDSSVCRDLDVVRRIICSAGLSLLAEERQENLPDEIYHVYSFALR
B2AR arrestin ag = agonists recruiting beta-arrestin to human beta2-adrenergic receptor. P07550. HTLA Tango cells, beta-arrestin recruitment, luciferase luminescence, 18 h. Potency, µM (top dose mostly 46.1 µM), without a hit: at the highest dose activation, hits mostly activators. 44,000 tested, under 10 active;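 further: potency means the concentration at half of the fitted maximal effect; 0% = DMSO and full agonism = EC100 isoproterenol or metaproterenol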
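Receptor–beta-arrestin recruitment read by tTA-responsive luciferase: compound titrations (up to 46 µM) incubated 18 h with Tango cells, then luminescent substrate 15 min at room temperature. Concentration-response fits classified by r2, efficacy and activity.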
TSG101-PTAP inh = TSG101-PTAP interaction inhibition, HIV-1 budding. Q99816. Fluorescence polarization, FITC-PTAP peptide/Tsg101, 20 min. Potency, µM (titrated, usually from 115 µM), for inactives: at the top dose activity change, negative = inhibition, most hits filed as inhibitors. 44,000 tested, under 10 active. AID 1347069; further: potency means the concentration at half of the fitted maximal effect; 0% is about no effect
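The Tsg101 binding domain, at 10 uM final, is mixed with compound and a FITC peptide bearing the PTAP motif (50 nM final). After 20 min at r.t., polarization is measured; actives defined by CRC class, efficacy cut-off 60% inhibition.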
p53null 32C kill = selectivity test: cytotoxicity in p53 null cells, permissive temperature | H1299-neo p53 null cells, ATP luminescence, 24 h, 32C | Potency, µM (highest dose often 46.1 µM), for inactives: top-dose activity change, negative = cytotoxicity, actives largely listed as cytotoxic | 55,000 tested, 0.62% active | AID 903;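 further: potency means the concentration at half of the fitted maximal effect; 0% = DMSO only and -100% = full killing by 100 µM tamoxifen; nearly all actives have a fitted effect of over 55% in size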
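H1299-neo, 600 cells/well; overnight 37C; cpd up to 46 uM, 24 h at 32C; ATPlite luminescence after 20 min RT; normalized to DMSO (0%) and tamoxifen 100 uM (100% kill); Hill-fit AC50.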
FH mod = Identification of activators of human fumarate hydratase by quantitative high-throughput screening. AID 1347055, 2019. Fumarate hydratase, mitochondrial (Homo sapiens), P07954. 54,000 tested, 0.22% active. FH coupled MDH/diaphorase resazurin fluorescence, 15 min. Potency, µM (titrated, usually from 79.9 µM), for inactives: top-dose activity change, negative = inhibition, actives largely listed as inhibitors; further: potency means the concentration at half of the fitted maximal effect; on the % scale 0 is the no-effect control and ±100 the full control effect; the screen sought activators but most active calls are inhibition curves; nearly all actives have a fitted effect of over 45% in size
Target sequence (P07954 whole entry, looked up): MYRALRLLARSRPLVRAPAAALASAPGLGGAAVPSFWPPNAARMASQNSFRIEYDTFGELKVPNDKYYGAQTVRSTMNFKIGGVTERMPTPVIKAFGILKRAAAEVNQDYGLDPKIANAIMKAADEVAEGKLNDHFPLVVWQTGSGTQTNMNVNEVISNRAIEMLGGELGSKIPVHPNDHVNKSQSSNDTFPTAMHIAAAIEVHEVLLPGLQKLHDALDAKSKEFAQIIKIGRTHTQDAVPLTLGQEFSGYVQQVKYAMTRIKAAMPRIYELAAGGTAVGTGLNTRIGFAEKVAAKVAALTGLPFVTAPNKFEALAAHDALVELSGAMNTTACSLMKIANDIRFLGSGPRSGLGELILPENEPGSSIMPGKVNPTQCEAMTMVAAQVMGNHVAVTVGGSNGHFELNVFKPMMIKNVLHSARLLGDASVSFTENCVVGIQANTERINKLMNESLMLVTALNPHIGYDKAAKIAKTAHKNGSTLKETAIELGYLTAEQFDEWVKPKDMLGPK
p53null 39C tox = p53 null cell cytotoxicity, nonpermissive temperature | H1299 p53-null (neo) cells, 39C, ATPlite viability, 24 h | Potency, µM (series often up to 46.1 µM), for the others: at the top dose activity, negative = cell killing, hits mostly cytotoxic | 55,000 tested, 0.97% active | AID 904;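 further: potency means the concentration at half of the fitted maximal effect; 0% = DMSO only and -100% = full killing by 100 µM tamoxifen; nearly all actives have a fitted effect of over 50% in size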
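Following overnight plating at 37C (600 cells/well), H1299-neo or H1299-p53A138V cells are dosed up to 46 uM. Incubation lasts 24 hr at 39C before ATP detection.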
Starred values were filed as active, the others as inactive; ? = inconclusive. The call rests on the fitted dose curve; in most records, active means well fitted curve in the direction sought with a large enough effect; inconclusive means small, poorly fitted or top-dose-only effect, or another doubt; inactive means no such curve, though single readings can be large; an effect the other way counts as inactive or inconclusive.

SMILES | GALK inh | NTMT1 inh | B2AR arrestin ag | TSG101-PTAP inh | p53null 32C kill | FH mod | p53null 39C tox
O=C(COCc1cc(-c2ccc3c(c2)OCO3)on1)N1CCN(c2cccc(C(F)(F)F)c2)CC1 | 4% | 9% | -1% | -5% | -7% | -23% | -14%
CCCCOc1ccc(CNC(=O)c2cccc(NC(=O)N3CCSc4ncccc43)c2)cc1 | 0% | -4% | -1% | -2% | 22% | -23% | 15%
CN(C)c1ccc(NC(=O)CC(NCc2cccnc2)C(=O)O)cc1 (configuration not stated) | 2% | 3% | -2% | -5% | 6% | 7% | 28%
CCOc1ccc(NC(=O)Nc2cc3c(cc2N2CCCCC2)n(C)c(=O)n3C)cc1 | 2% | ? | -2% | 2% | 5% | -15% | -15%
CCc1ccc(CNC(=O)c2ccc(CS(=O)(=O)Cc3cccc(C)c3)o2)cc1 | ? | -11% | 1% | -4% | 0% | 3% | 21%
COc1ccc(C(=O)c2oc3ccccc3c2NC(=O)COc2ccc(C)cc2)cc1 | 1% | 2% | 0% | -4% | 2% | -11% | 12%
Cc1ccc(N(C)C(=O)c2cc(S(=O)(=O)N3CCOCC3)cn2C)cc1 | 1% | 3% | 0% | 0% | 16% | 6% | 25%
Cc1ccc(S(=O)(=O)c2nc(-c3ccccc3Cl)oc2N2CCCCCC2)cc1 | -1% | 6% | 1% | -5% | 11% | -10% | 27%
COC(=O)c1ccccc1NC(=O)c1nn(-c2ccc(OC)cc2)c(=O)c2c1c1ccccc1n2C | -2% | 17% | 1% | -2% | 6% | 9% | 22%
O=C(Nc1nnc(S(=O)(=O)N2CCCCC2)s1)c1ccc(Cl)cc1 | -3% | 2% | 1% | 3% | 1% | -1% | -10%
CC(C)(C)NS(=O)(=O)c1ccc2nc(NC(=O)c3cccnc3)sc2c1 | -5% | 0% | -1% | 2% | 7% | -18% | -15%
CCOc1ccc(/C=C/c2nc(C#N)c(NC3CCCCC3)o2)cc1 | ? | -3% | -1% | -5% | 9% | 1% | -1%
COc1ccc(-c2oc3ncn4nc(-c5ccccc5C)nc4c3c2-c2ccc(OC)cc2)cc1 | -4% | 4% | 0% | -2% | -1% | ? | -13%
Cc1ccc(S(=O)(=O)C(CNC(=O)COc2ccccc2)c2cccs2)cc1 (configuration not stated) | -2% | ? | -2% | 1% | 5% | -6% | 22%
COc1ccccc1CCNC(=O)CCc1c(C)c2cc3c(C)coc3c(C)c2oc1=O | 3% | -15% | -3% | -2% | -12% | -17% | -18%
COC(=O)c1sc(S(=O)(=O)N2CCN(c3ccc(OC)cc3)CC2)c(C(=O)OC)c1C | 3% | ? | -1% | 1% | -19% | -28% | 9%
COc1cccc(C(=O)Nc2ccc(C(=O)OCc3cc(=O)n4nc(C5CC5)sc4n3)cc2)c1 | 1% | 10% | 0% | -1% | 6% | 8% | -1%
NC(=O)C1CCN(C(=O)c2ccc3c(c2)N(Cc2cccc(Cl)c2)C(=O)c2ccccc2S3=O)CC1 (configuration not stated) | 4% | -1% | 0% | -2% | -18% | 1% | 9%
Cc1ccc(C)c(Cn2c(=O)n(C(C)C)c(=O)c3oc4ccccc4c32)c1 | 1% | 3% | 0% | -4% | 3% | -10% | -15%
CCn1cnc2c(=O)oc3ccc(S(=O)(=O)Nc4ccc(OC)cc4)cc3c21 | -1% | -3% | 0% | -2% | -19% | -17% | -7%

Whole records from above:
COc1ccc(-c2oc3ncn4nc(-c5ccccc5C)nc4c3c2-c2ccc(OC)cc2)cc1 is listed as GALK inh = -4%; NTMT1 inh = 4%; B2AR arrestin ag = 0%; TSG101-PTAP inh = -2%; p53null 32C kill = -1%; FH mod = ?; p53null 39C tox = -13%
Cc1ccc(S(=O)(=O)C(CNC(=O)COc2ccccc2)c2cccs2)cc1 (configuration not stated) is listed as GALK inh = -2%; NTMT1 inh = ?; B2AR arrestin ag = -2%; TSG101-PTAP inh = 1%; p53null 32C kill = 5%; FH mod = -6%; p53null 39C tox = 22%

4 compounds out of the list, ordered by molecular weight, smallest number first:
SMILES | GALK inh | NTMT1 inh | B2AR arrestin ag | TSG101-PTAP inh | p53null 32C kill | FH mod | p53null 39C tox
CN(C)c1ccc(NC(=O)CC(NCc2cccnc2)C(=O)O)cc1 (configuration not stated) | 2% | 3% | -2% | -5% | 6% | 7% | 28%
O=C(Nc1nnc(S(=O)(=O)N2CCCCC2)s1)c1ccc(Cl)cc1 | -3% | 2% | 1% | 3% | 1% | -1% | -10%
COC(=O)c1ccccc1NC(=O)c1nn(-c2ccc(OC)cc2)c(=O)c2c1c1ccccc1n2C | -2% | 17% | 1% | -2% | 6% | 9% | 22%
O=C(COCc1cc(-c2ccc3c(c2)OCO3)on1)N1CCN(c2cccc(C(F)(F)F)c2)CC1 | 4% | 9% | -1% | -5% | -7% | -23% | -14%

New compounds follow.
SMILES | GALK inh | NTMT1 inh | B2AR arrestin ag | TSG101-PTAP inh | p53null 32C kill | FH mod | p53null 39C tox
COc1ccc(S(=O)(=O)c2c(O)c3ccc(C(=O)NCc4ccc(Cl)cc4)cc3[nH]c2=O)cc1 | 0% | 13% | 0% | -1% | 2% | -15% | -11%
COc1cc2c(cc1NC(=O)COc1ccc(Br)c(C)c1)oc1ccccc12 | 0% | -3% | 1% | -1% | -7% | 2% | 3%
CC(=O)c1cc(-c2ccc(F)cc2)n(CCC(=O)Nc2nc3ccc(C)cc3s2)c1C | -4% | 2% | 0% | -5% | 16% | -13% | 20%
COc1ccc(C(=O)COC(=O)c2cc(-c3cccs3)nc3ccccc23)cc1 | 0% | -14% | 1% | 1% | 6% | -6% | -23%
COC(=O)c1scc(-c2ccc(C)cc2)c1S(=O)(=O)N1CCN(c2ccccc2F)CC1 | 4% | 14% | -1% | -9% | -5% | -13% | 18%
COC(=O)c1ccc(NC(=O)C2CCN(S(=O)(=O)c3ccc4c(c3)CCCN4C(C)=O)CC2)cc1 | 0% | 5% | 0% | 1% | -4% | -1% | -21%
COc1ccc(-c2cc(C(=O)NCCc3ccccc3)c3c(-c4ccccc4)[nH]nc3n2)cc1OC | 7% | -23% | 1% | 0% | -22% | -4% | -28%
COc1ccc2c(C)cc(SCC(=O)Nc3nsc(-c4ccccc4C)n3)nc2c1 | 2% | 5% | 1% | 2% | -2% | -1% | -1%
Cc1cc(Nc2cccc(C)c2C)n2cnnc2n1 | 4% | -9% | -1% | -5% | -3% | -2% | -18%
CCCSCCCNC(=O)c1ccc(Cn2c(=O)c3cccn3c3cccnc32)cc1 | -6% | -6% | 1% | 0% | 1% | -25% | -29%
Cc1cc(=O)c2cc(C(=O)Nc3ccccc3)ccc2[nH]1 | 3% | 4% | -3% | 3% | -1% | 0% | -17%

Not all compounds are listed (hit frequency here may not be typical).
